FBW7 act – FBW7 E3 ligase activators, primary screen, biochemical, AlphaScreen, human; hit rate 0.13% among 650,000; normalized activity (activation), % at 26.1 µM; AlphaScreen FBW7–phospho-cyclin E peptide binding, activator screen; in the data active means normalized activity above about 1.9%;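 further: purified mutant Fbw7 with reduced substrate affinity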
GPR151 activ – activators of human GPR151, primary screen, cell-based, PathHunter beta-arrestin, luminescence. activation, % at 11.2 µM. G-protein coupled receptor 151 (Homo sapiens), Q8TDV0. hit rate 1% among 650,000. PathHunter beta-arrestin GPR151 cells; in the data active means activation above about 4.9%;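 further: 0% = median of compound wells and 100% = cells with positive control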
Target sequence (Q8TDV0 whole entry, looked up): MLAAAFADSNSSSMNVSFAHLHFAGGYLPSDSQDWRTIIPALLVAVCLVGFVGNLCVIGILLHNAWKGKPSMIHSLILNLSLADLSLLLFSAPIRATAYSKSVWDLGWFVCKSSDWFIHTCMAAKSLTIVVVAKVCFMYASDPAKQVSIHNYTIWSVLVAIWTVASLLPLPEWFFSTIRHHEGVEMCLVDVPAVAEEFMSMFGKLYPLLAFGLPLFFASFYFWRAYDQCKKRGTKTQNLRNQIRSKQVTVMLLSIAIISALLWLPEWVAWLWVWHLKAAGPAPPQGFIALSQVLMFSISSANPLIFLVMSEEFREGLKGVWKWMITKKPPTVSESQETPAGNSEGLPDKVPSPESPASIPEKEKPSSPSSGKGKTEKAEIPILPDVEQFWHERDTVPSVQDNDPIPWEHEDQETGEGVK
TEAD-YAP block – TEAD-YAP interaction inhibition, primary screen, TEAD-YAP interaction inhibitor project, luminescence, HEK-TIYL cells | TEAD-Gal4/YAP UAS-luciferase luminescence | inhibition, % at 9.12 µM | hit rate 1.4% among 640,000 | AID 1259422, 2018; in the data active means inhibition above about 32%;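 further: 0% = median of test compound wells and 100% = reference inhibitor wells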
MITF inh – MITF inhibitors, primary screen, biochemical, AlphaScreen, human; Microphthalmia-associated transcription factor (Homo sapiens), O75030; AlphaScreen MITF homodimerization, bead proximity signal; inhibition, % at 2.6 µM; hit rate 0.91% among 650,000; AID 1259374, 2018; in the data active means inhibition above about 50%;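 further: 0% = vehicle wells with protein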
Target sequence (O75030 whole entry, looked up): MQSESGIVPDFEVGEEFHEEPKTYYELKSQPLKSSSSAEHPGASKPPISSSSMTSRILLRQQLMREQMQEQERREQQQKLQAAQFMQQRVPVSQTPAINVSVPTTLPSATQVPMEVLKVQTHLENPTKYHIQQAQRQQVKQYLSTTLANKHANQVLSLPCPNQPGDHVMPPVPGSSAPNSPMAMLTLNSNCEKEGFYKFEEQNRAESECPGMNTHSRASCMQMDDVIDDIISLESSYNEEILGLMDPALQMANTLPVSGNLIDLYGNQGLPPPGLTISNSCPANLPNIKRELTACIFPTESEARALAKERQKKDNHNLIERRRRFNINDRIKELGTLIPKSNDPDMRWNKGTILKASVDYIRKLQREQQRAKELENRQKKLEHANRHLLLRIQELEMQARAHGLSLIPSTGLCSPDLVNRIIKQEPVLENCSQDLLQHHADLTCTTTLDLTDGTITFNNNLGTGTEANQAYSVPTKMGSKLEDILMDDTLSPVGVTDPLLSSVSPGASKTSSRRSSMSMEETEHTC
Starred values were filed as active, the others as inactive.

SMILES | FBW7 act | GPR151 activ | TEAD-YAP block | MITF inh
CC1=C(C(=O)Nc2ccccn2)C(c2ccccc2)n2nc(-c3ccccc3)nc2N1 (stereo not given) | 0.0 | -0.6 | 7.5 | 19.4
O=C(c1cc2cc(Cl)ccc2oc1=O)N1CCCCC1 | -0.1 | -0.6 | -6.7 | 1.4
CCN(CC)C(=O)CSc1nc2n[nH]c(C)c2c(=N)n1-c1ccccc1C | -0.3 | 0.7 | -19.6 | -5.3
O=C(Nc1nnc(Cc2ccc(F)cc2)s1)c1cccs1 | -0.1 | 2.7 | -20.6 | 2.3
C=CCOc1ccccc1CN1CCN(C2CCCC2)C(CCO)C1 (stereo not given) | 0.0 | -0.1 | 7.6 | -1.4
Cc1ccc(NC(=O)CSc2nnc(NC(=O)CN3CCCCC3)s2)cc1 | 0.1 | -0.2 | 10.7 | 19.4
CC1CCN(c2ccc(NC(=O)c3cccnc3)cc2)CC1 | -0.2 | 0.7 | -56.4 | 0.8
CC(CNCc1ccccc1)C(=O)NCc1ccccc1 (stereo not given) | 0.1 | -1.7 | -13.5 | -5.4
O=C(COc1ccc(Cl)cc1)Nc1ccc2c(c1)C(=O)NC2=O | -0.1 | -1.7 | -7.0 | 7.3
Cc1ccccc1NC(=O)CSc1nnc(NC(=O)CCc2ccccc2)s1 | 0.1 | -0.8 | -5.9 | -21.4

The list goes on (2 carried over from the part before).
SMILES | FBW7 act | GPR151 activ | TEAD-YAP block | MITF inh
O=C(COc1ccc(Cl)cc1)Nc1ccc2c(c1)C(=O)NC2=O | -0.1 | -1.7 | -7.0 | 7.3
Cc1ccccc1NC(=O)CSc1nnc(NC(=O)CCc2ccccc2)s1 | 0.1 | -0.8 | -5.9 | -21.4
Cc1cccc(N2CCN(C(=O)Cn3ncn4cccc4c3=O)CC2)c1C | 0.0 | -0.6 | 2.2 | 4.7
CC(=O)NC(CC(=O)OCC(=O)/C(C#N)=C(\C)N)c1ccccc1 (stereo not given) | -0.1 | -1.3 | 7.3 | -5.5
Cc1ccc2cc(C#N)c(NCCNS(=O)(=O)c3ccc(F)cc3)nc2c1C | -0.1 | -1.2 | -1.7 | 0.4
Cc1cccc(-n2nnnc2SCc2ccc(C#N)cc2)c1 | 0.1 | 2.0 | -2.8 | -12.2
O=C(NNC(=O)c1cccc(Cl)c1)Nc1ccccc1 | -0.1 | -1.1 | -2.4 | -1.1
COc1cc(OC)cc(C(=O)NCc2nnc(SCC(=O)N3N=C(c4cccs4)CC3c3ccc(F)cc3)n2-c2ccc(F)cc2)c1 (stereo not given) | 0.1 | 0.0 | 0.9 | -0.5
C=C(C)CN1C(=O)NC(CC)(C2CCN(C(=O)C3=CCCCC3)CC2)C1=O (stereo not given) | 0.0 | -0.6 | -12.5 | -9.7
CCOc1ccc(-n2c(SCC(=O)Nc3cc(C)on3)nc3c(c2=O)SCC3)cc1 | 0.0 | 5.1* | -38.2 | 4.4
O=C(O)CCCCCN1C(=O)/C(=C/c2cccc(O)c2)SC1=S | -0.6 | 3.6 | 44.5* | 10.9
COc1ccc(C2C(C(=O)NCCCN3CC(C)CC(C)C3)c3ccccc3C(=O)N2Cc2ccc(F)cc2)cc1 (stereo not given) | 0.0 | 0.0 | -5.4 | 5.5
CC(C)n1cnc2c(NCCCN3CCCC3=O)nc(Nc3cnccn3)nc21 | 0.0 | 1.4 | 17.2 | -1.8
COCCCN1C(=O)CC(CC(=O)NC(C)Cc2ccsc2)(c2ccccc2)C1=O (stereo not given) | -0.1 | -1.5 | 7.0 | -0.4
O=C(Nc1nnc(-c2ccccc2Cl)o1)c1ccccc1Cl | 0.8 | -3.8 | -25.1 | -28.9
CC(C)CCNC(=O)CSc1nc2c(sc(=S)n2Cc2ccco2)c(=O)n1-c1ccccc1 | -0.1 | -1.6 | 5.5 | 5.9
CCOC(=O)c1ccc(CN(Cc2ccc(F)cc2)S(=O)(=O)c2cccc([N+](=O)[O-])c2)cc1 | 0.0 | 2.6 | 3.7 | 4.6
COc1ccc(N2CCN(C(=O)c3ccc(Sc4ccc(F)cc4)c([N+](=O)[O-])c3)CC2)cc1 | -0.1 | 1.1 | -5.1 | -7.1
COc1cc(/C=C2/C(=N)N3N=C(C(C)C)SC3=NC2=O)cc(Br)c1OCCOc1ccccc1C | -0.2 | 3.9 | -0.9 | 1.8
CCOCCCNC(=O)c1ccc(CS(=O)(=O)Cc2ccccc2F)o1 | -0.1 | 0.3 | 2.6 | 9.5
Cc1ccc(NC(=O)CN(c2cccc(C)c2C)S(=O)(=O)c2ccccc2)c(C)c1 | -0.1 | -0.2 | 10.5 | 4.5
c1ccc(-n2cnc3c(NCc4cccnc4)nc(N4CCN(Cc5ccc6c(c5)OCO6)CC4)nc32)cc1 | 0.3 | -0.6 | 4.9 | 10.8
COC(C(=O)N1CCCC(c2ncncc2-c2cc(C)no2)C1)c1ccccc1 (stereo not given) | 0.2 | 0.1 | 3.1 | 17.8
NC(=S)Nc1nc(C(F)(F)F)cc(=O)[nH]1 | 0.0 | -0.9 | -9.6 | 1.6
Cc1cccc(NC(=O)Cn2c(=O)n(Cc3ccco3)c(=O)c3cccnc32)c1 | 0.0 | 0.2 | 0.3 | -5.9
CCc1ccc(CN2CCN(C3CCCC3)CC2)cc1 | 0.0 | 0.4 | 2.1 | 41.2
CCc1ccc(NC(=O)C2CCC(CNc3c(N4CCCC4)c(=O)c3=O)CC2)cc1 (stereo not given) | 0.0 | 0.5 | -5.2 | 1.2
COc1ccc(Cl)cc1C(=O)Nc1ccc(S(=O)(=O)N2CCC(C)CC2)cc1 | -0.1 | -0.5 | -4.5 | -2.7
COC(=O)CSc1nnc(-c2ccccc2)n1CC1CCCO1 (stereo not given) | -0.1 | 0.0 | 2.3 | 3.5
O=C(Nc1ccc(S(=O)(=O)Nc2ncccn2)cc1)Nc1ccc(Cl)c(Cl)c1 | 0.4 | 1.0 | -2.1 | 15.3
CCCN(CCC)C(=O)c1cc(OC)cc(OC)c1 | 0.0 | -0.6 | -1.5 | 4.2
C=CCN1C(=O)/C(=C\c2ccc(F)cc2)C(C(=O)OCC)=C1C | 0.2 | -0.5 | 4.8 | 14.3

2 records picked at random from the list so far, as already listed:
SMILES | FBW7 act | GPR151 activ | TEAD-YAP block | MITF inh
COC(C(=O)N1CCCC(c2ncncc2-c2cc(C)no2)C1)c1ccccc1 (stereo not given) | 0.2 | 0.1 | 3.1 | 17.8
CCc1ccc(CN2CCN(C3CCCC3)CC2)cc1 | 0.0 | 0.4 | 2.1 | 41.2

(more compounds)
SMILES | FBW7 act | GPR151 activ | TEAD-YAP block | MITF inh
COc1ccc(NC(=O)CN(C)C(=O)C(CCSC)NC(=O)c2ccccc2)cc1 (stereo not given) | 0.7 | 0.7 | -5.0 | 29.6
O=C(NCCc1ccccc1)Nc1ccc(N2CCCS2(=O)=O)cc1 | 0.2 | 1.2 | -56.0 | 1.2
CCc1ccccc1NC(=O)C1CC1(c1ccc(C)cc1)c1ccc(C)cc1 (stereo not given) | -0.2 | 0.3 | 8.2 | -6.1
CCSc1ccc2nnc(-c3cccs3)n2n1 | -0.1 | -1.4 | -7.4 | -8.3
Cc1ccccc1-c1nnn(CC(=O)Nc2ccc3c(c2)CCC3)n1 | -0.1 | -0.9 | 10.4 | -7.2
COc1ccc(CCNc2ccc(C)cc2)cc1 | -0.1 | -0.3 | -2.5 | 8.8
O=C1CCCN1CCn1cnc2c(NCc3cccc(C(F)(F)F)c3)nc(-c3cccs3)nc21 | 0.0 | -2.6 | -11.1 | 4.2
O=c1cc(-c2cncc(Br)c2)nc(-c2ccccc2)[nH]1 | 0.1 | 0.4 | 7.7 | 0.6
CC1(C)Nc2ccccc2-c2nnc(SCc3ccc(Cl)cc3)nc2O1 | -0.3 | 1.5 | -7.0 | -1.0
COc1cccc(-c2nc(CS(=O)(=O)CC(=O)N3CCOCC3)c(C)o2)c1 | -0.2 | -0.6 | 3.6 | 0.0

In the list so far, these have a nitro group on carbon.
SMILES | FBW7 act | GPR151 activ | TEAD-YAP block | MITF inh
CCOC(=O)c1ccc(CN(Cc2ccc(F)cc2)S(=O)(=O)c2cccc([N+](=O)[O-])c2)cc1 | 0.0 | 2.6 | 3.7 | 4.6
COc1ccc(N2CCN(C(=O)c3ccc(Sc4ccc(F)cc4)c([N+](=O)[O-])c3)CC2)cc1 | -0.1 | 1.1 | -5.1 | -7.1

Further structures:
SMILES | FBW7 act | GPR151 activ | TEAD-YAP block | MITF inh
Nc1ccc(O)c(-c2nc3ccccc3o2)c1 | -0.1 | 1.4 | -3.5 | 5.8
COc1nc(Nc2ccc(NC(C)=O)cc2)nc(-c2c(C)nn(C)c2C)n1 | 0.5 | 0.5 | -6.3 | 24.7
COc1ccccc1/C=C1\C(=O)NC(=O)N(c2ccc3c(c2)OCO3)C1=O | -0.1 | -0.1 | -7.2 | 0.1
CC1=Nc2ccc(C)cc2/C1=C/c1nc(-c2ccco2)oc1O | 0.0 | 0.3 | -1.6 | 12.3
CCc1nn(CC(=O)NCCc2ccccc2)c(=O)c2cc3occc3n12 | -0.1 | 0.9 | 4.9 | 1.2
CC1=C(C)CC2C(=O)N(c3cc(C)cc(C)c3)C(=O)C2C1 (stereo not given) | 0.1 | -0.8 | -2.4 | -10.4
COCCOC(=O)C1=C(C)NC2=C(C(=O)CCC2)C1c1cc(OC)c(OC)c(OC)c1 (stereo not given) | -0.4 | 0.5 | -1.5 | -2.1
FC(F)(F)c1nnc2n1N=C(c1ccc(Cl)cc1Cl)CS2 | -0.1 | 0.4 | -0.8 | -10.9
Cc1ccc2c(c1)/C(=C/c1ccc(C(C)C)cc1)C(=O)N2 | -0.1 | -1.0 | -4.3 | 0.8
COc1ccc(-c2nc(C#N)c(NC(C)C)o2)cc1 | -0.1 | -0.7 | -31.7 | 3.6
CC(C)c1ccc(OCC(=O)NNC(=O)C2COc3ccccc3O2)cc1 (stereo not given) | 0.0 | -0.4 | 2.9 | -0.5
CC(=O)Nc1ccc(S(=O)(=O)N2CCN(Cc3cccc(Br)c3)CC2)cc1 | 0.0 | -0.5 | -7.7 | -10.3
CCc1nnc(NC(=O)CN2C(=O)CCc3ccccc32)s1 | 0.2 | -0.9 | -6.9 | 15.5
CCOC(=O)c1c(NC(=O)CSc2nnc(CNC(=O)c3ccc(OC)cc3)n2-c2cc(C)ccc2C)sc2c1CCCC2 | 0.1 | 0.3 | 3.3 | -0.4
Cc1ccc(C(=O)Nc2cc(=O)[nH]c(=O)[nH]2)cc1[N+](=O)[O-] | 0.0 | 0.6 | -1.0 | -6.5
CN(C(=O)CCNC(=O)Cn1cnc2ccccc2c1=O)C1CCCCC1 | 0.7 | -0.5 | 3.1 | -9.1
Cc1ccc(-n2ncc3c(Nc4ccccc4)ncnc32)cc1 | 0.7 | -1.7 | -68.6 | 2.8
Cc1[nH]n(-c2ccc(Br)cc2)c(=O)c1C=NC12CN3CN(CN(C3)C1)C2 | -0.4 | 0.3 | 5.0 | 8.0
CC(C)C[C@@H]1NC(=O)[C@@H]2C[C@H](NCc3ccc(C(C)(C)C)cc3)CN2C1=O | 0.1 | 0.7 | 9.8 | 8.5
O=C1CSC(c2cccc([N+](=O)[O-])c2)N1c1ccc(F)cc1Cl (stereo not given) | -0.3 | 0.0 | -14.0 | -1.3
COc1ccc(-c2nnc(SCC(=O)c3cccs3)o2)c(OC)c1 | 0.1 | -1.3 | -56.1 | 11.8
c1ccc(Nc2nc3ncnc(NCCOc4ccccc4)c3[nH]2)cc1 | -0.2 | -1.4 | 10.3 | 9.2
CCCNC(=O)c1ccc2nc(Nc3cc(OC)c(OC)c(OC)c3)sc2c1 | 0.3 | -0.5 | -9.7 | 6.1
COc1ccccc1C1(NC(=O)c2cnn3cccnc23)CCCC1 | -0.1 | 0.3 | 2.4 | 13.2
CCN(Cc1ccccc1)S(=O)(=O)c1c[nH]c(=O)[nH]c1=O | 0.0 | -1.2 | -0.2 | 5.8
COC(=O)c1oc2ccc(Cl)cc2c1NC(C)=O | 0.3 | -1.0 | 7.5 | 8.1
COc1ccc(CCn2ccc(-c3sc(NCc4cnn(C)c4C)nc3C)n2)cc1 | 0.2 | 1.4 | -7.4 | -15.5
O=C(NC1CCCCC1)c1cc2c([nH]c1=O)CCCC2 | 0.0 | 0.2 | -48.6 | 3.4
O=C(CC1C(=O)NCCN1CCc1ccccc1)NCc1ccc(N2CCCC2=O)cc1 (stereo not given) | 0.2 | -0.9 | 6.4 | 8.8
O=C(Cn1c(-c2ccccn2)nc2ccccc21)NCCCn1ccnc1 | 0.7 | 0.3 | 2.2 | 2.2
CCCCSc1nnc2c(=O)[nH]c(=O)[nH]c2n1 | -0.1 | 1.2 | 0.9 | 15.8
Cn1c(SCC(=O)Nc2ccc(F)cc2F)nc2c(c1=O)SCC2 | 0.3 | 2.5 | -9.5 | 3.1
COc1ccc(C2=C(C(C)=O)Sc3nnc(-c4ccccc4)n3N2C(C)=O)cc1 | -0.1 | -0.5 | 9.5 | -7.7
CSc1ncccc1C(=O)OCC(=O)Nc1ccc2c(c1)C(=O)c1ccccc1C2=O | -0.1 | 0.3 | -18.3 | 5.1
CSc1nnc2c(n1)OC(c1cc(Br)c(O)c(Br)c1)Nc1ccccc1-2 (stereo not given) | 0.1 | 0.7 | 0.1 | 5.6
COc1ccccc1CC(=O)Nc1ccc(Br)c(C)c1 | -0.2 | 0.1 | -10.6 | 2.0
CCc1ccc(C2C(C(=O)Nc3ccccc3OC)C(C)Nc3ncnn32)cc1 (stereo not given) | 0.1 | -1.6 | -1.4 | -7.7
COc1cccc(-c2ccc(=O)n(CC(=O)NCc3ccccc3F)n2)c1 | 0.2 | 0.9 | -13.6 | -15.5
Cc1cccn2c(=O)c(/C=C3\SC(=S)N(C)C3=O)c(N(C)Cc3ccccc3)nc12 | -0.1 | 4.8 | 12.2 | 21.2
